# Source: PubChem (National Center for Advancing Translational Sciences (NCATS))
# GoLoco inh red: blocks human Gai1 binding to RGS12 GoLoco peptide, red readout; Gai1:RGS12 GoLoco peptide FP, rhodamine, 10 min; Potency, µM (top dose mostly 61.6 µM), for inactives: at the highest dose activity, negative = inhibition, usual class: inhibitors; actives 0.44% (n = 230,000); AID 880; active = well fitted inhibition curve with a large enough effect, not every such curve was filed as active; inactive = no such curve, though single readings can be large or run the other way; also: % is scaled to controls: 0 for no effect and ±100 for the full control effect; nearly all actives have a fitted effect of over 30% in size; many of its hits are not listed in these tables
# Target sequence (P63096 whole entry, looked up): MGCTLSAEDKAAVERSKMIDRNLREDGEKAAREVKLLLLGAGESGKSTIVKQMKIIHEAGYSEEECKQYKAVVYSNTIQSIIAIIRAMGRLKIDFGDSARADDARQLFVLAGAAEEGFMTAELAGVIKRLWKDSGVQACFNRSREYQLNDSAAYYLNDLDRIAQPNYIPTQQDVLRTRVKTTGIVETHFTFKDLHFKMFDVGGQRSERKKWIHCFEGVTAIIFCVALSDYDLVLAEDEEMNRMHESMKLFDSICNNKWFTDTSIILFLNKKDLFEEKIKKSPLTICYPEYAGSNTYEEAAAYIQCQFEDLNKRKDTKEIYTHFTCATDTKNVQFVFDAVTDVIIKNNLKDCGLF
# HttQ103 aggreg: reduces HttQ103-GFP aggregates in PC12 cells | PC12 HttQ103-GFP aggregates, Acumen cytometry, 40 h | Potency, µM (titrated, usually from 46.1 µM), inactives show at the highest dose activity change, negative = inhibition, most hits filed as inhibitors | actives 1.1% (n = 220,000) | AID 1688; also: % is scaled to controls: 0 for no effect and ±100 for the full control effect; nearly all actives have a fitted effect of over 60% in size
#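 Compounds (qHTS titration) were added to PC12 cells expressing an ecdysone-driven HTT exon 1 Q103–GFP fusion after induction with 100 nM tebufenozide. Aggregate formation was measured as GFP objects in cell lysates.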
# aGlu spleen mod: lysosomal alpha-glucosidase (human) modulation; P10253; Potency, µM (doses to about 79.9 µM), inactives show at the top dose activity change, negative = inhibition, actives largely listed as inhibitors; AID 2112; human spleen homogenate, 4-MU-alpha-glucoside fluorescence; actives 0.006% (n = 240,000);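 also: 0% = enzyme with vehicle and -100% = no enzyme basal signal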
#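 Compounds were titrated against alpha-glucosidase in spleen homogenate at pH 5.0, with 1 mM 4-methylumbelliferyl substrate for 40 min at 37 C. Reactions were quenched with pH 10 NaOH/glycine and fluorescence measured.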
# GAA glycogen mod: alters human alpha-glucosidase cleavage of glycogen; P10253; recombinant GAA, glycogen substrate, Amplex Red glucose oxidase fluorescence; Potency, µM (doses to about 76.4 µM), without a hit: at the highest dose activity change, negative = inhibition, hits mostly inhibitors; actives 0.38% (n = 300,000); AID 2100;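 also: 0% = full enzyme reaction and -100% = no-enzyme basal signal; the screen sought inhibitors and activators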
#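 Natural-substrate format: glycogen cleavage by 4 nM human enzyme, glucose read by Amplex Red coupling (Ex 573, Em 610 nm). Normalized to enzyme and no-enzyme controls.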
# IMPase Li inh: IMPase inhibition in cells with lithium potentiation; Potency, µM (series often up to 59.4 µM), without a hit: top-dose activity, negative = IMPase inhibition, actives largely listed as inhibitors; actives 0.35% (n = 210,000); CHO-M1 cells, IP1 TR-FRET (IP-One), carbachol + lithium;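 also: IP1 builds up when IMPase is blocked and the TR-FRET signal falls; plate controls were basal vehicle for no effect and high inhibitor control for full effect; nearly all actives have a fitted effect of over 50% in size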
#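 Test compounds were applied to CHO-M1 cells previously cultured for 16–30 h at 2000 per well. A small lithium amount accompanied them; after 30 min at 37C, IP1 was quantified by TR-FRET.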
# HTT ATP protect: Huntington cell model cytoprotection by ATP luminescence | actives 0.14% (n = 230,000) | Potency, µM (titrated, usually from 56.4 µM), inactives show cytoprotection (ATP increase), actives largely listed as activators | PC12 HTT-Q103 induced, cytoprotection, ATP luminescence, 40 h;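 also: % of control where 0% means no effect; nearly all actives have a fitted effect of over 45% in size; toxic huntingtin expression switched on by the ecdysone agonist tebufenozide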
#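 Compounds were screened for protection of PC12 cells against cell death after tebufenozide induction (100 nM final) of mutant Huntingtin exon 1 (Q103) fused to GFP.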
# GAA inh: blocks human lysosomal alpha-glucosidase; purified human GAA, 4-MU-alpha-glucoside fluorescence; Potency, µM (titrated, usually from 76.9 µM), for the others: at the highest dose activity change, negative = inhibition, usual class: inhibitors; actives 0.005% (n = 200,000);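 also: plate controls were uninhibited enzyme wells for no effect and no-enzyme background for full effect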
#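 Fluorogenic assay: 4 nM human alpha-glucosidase with 400 uM 4-methylumbelliferyl-alpha-D-pyranoside in 50 mM citrate/phosphate, 0.005% Tween-20, pH 5.0, 20 min at room temperature. Compounds tested up to 77 uM; AC50 from Hill fits.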
# * marks the source's active call; other numbers are inactive results; u = inconclusive; x = not tested or not shown; & = joins results of further samples; [ ] = remark or other dose. Unless noted, calls follow the shape of the dose curve; as a rule, active = well fitted curve in the direction sought with a large enough effect; inconclusive = small, poorly fitted or top-dose-only effect, or another doubt; inactive = no such curve, though single readings can be large; an effect the other way counts as inactive or inconclusive. Potency is read from the fitted curve at half-maximal effect. Not all compounds are listed, so the mix of outcomes need not match the whole.
# Sequence of screens: GoLoco inh red	HttQ103 aggreg	aGlu spleen mod	GAA glycogen mod	IMPase Li inh	HTT ATP protect	GAA inh
O=C(NCc1ccccc1Cl)C1CCCO1 (stereo not drawn)
  4%	14%	4%	11%	3%	x	0%
CC(C)c1nnc(NC(=O)CCC(=O)N2CCN(C3c4ccccc4-c4ccccc43)CC2)s1
  6%	6%	-23%	0%	-4%	-9%[1.9 µM]	-7%
CC(Oc1ccccc1F)C(=O)NN (stereo not drawn)
  3%	0%	0%	1%	-3%	x	u
Cc1ccc(C(=O)N/C(=C\c2ccc(F)cc2)C(=O)NCc2ccncc2)cc1
  6%	-30%	4%	11%	8%	20%[10 µM]	0%
O=C(Cn1cnc2c(oc3ccccc32)c1=O)NCc1ccccc1
  9%	6%	2%	0%	13%[38.3 µM]	22%[10 µM]	2%
NC(=O)c1cc(-c2ccccc2)nc(Oc2ccccc2)n1
  2%	-6%	-4%	-2%	2%[38.3 µM]	5%	-15%
CCOC(=S)SCC(=O)N1CCc2cc(OC)c(OC)cc2C1C1C(=O)CC(C)(C)CC1=O (stereo not drawn)
  0%	18%	1%	6%	-8%	16%[10 µM]	2%
CCCSc1cc(=O)n(-c2ccccc2)nc1C(=O)O
  -10%	13%	-7%	6%	-9%	-29%	0%
CC(=O)Nc1ccc(C(=O)N/C(=C\c2ccccc2)C(=O)Nc2cccc(C(=O)O)c2)cc1
  4%	4%[9.22 µM]	2%	2%	x	14%[10 µM]	x
CCC(C)NC(=O)CSc1nc2c(sc3ccccc32)c(=O)n1CCCN1CCOCC1 (stereo not drawn)
  -1%	21%	1%	9%	4%[38.3 µM]	15%[10 µM]	-2%
Nc1ccn(Cc2ccccc2)n1
  12%	-2%	x	1%	12%	-22%	-13%
COc1ccc(N(CC(=O)Nc2ccc3c(c2)OCO3)S(=O)(=O)c2ccccc2)cc1OC
  4%	-8%[9.22 µM]	3%	-3%	x	-5%[10 µM]	x
CS(=O)(=O)N1CCN(C2Cc3ccccc3C2)CC1
  10%	-6%	2%	7%	16%[38.3 µM]	-1%	4%
CCOC(=O)C1CCCN(c2nc3ccccc3nc2C(C#N)C(=O)OC(C)C)C1 (stereo not drawn)
  1%	-21%	8%	-6%	15%	2%[10 µM]	4%
CCCNC(=O)NS(=O)(=O)c1ccc(Cl)cc1
  8%	-12%&-2%	-8%	-1%	3%&8%&0%&9%&-5%	u	1%[15.4 µM]
O=C(COc1nsnc1N1CCOCC1)N/N=C/c1ccccc1O
  -4%	14µM*	-4%	-4%	-1%	x	-2%
O=C(CN1CCC(n2nnc3cc(F)ccc32)CC1)NNC(=O)c1ccccc1
  -6%	-10%	0%	5%	7%[38.3 µM]	-2%	4%
COc1ccc([C@H]2[C@H]3C=CC[C@@H](C)[C@@H]3C(=O)N2Cc2ccccc2)cc1Cl
  7%	u	-2%	-3%	x	-43%[10 µM]	x
COC(=O)CCN(C(=O)c1ccc(C)c([N+](=O)[O-])c1)c1ccccn1
  -9%	16%	0%	13%	13%	x	u
O=C(CSc1nnc2ccccn12)NNC(=O)c1ccc(Br)cc1
  -9%	-7%	-6%	-8%	-2%	-26%	2%
O=C(CCCN1C(=O)c2ccccc2C1=O)NC1CCCCCC1
  7%	5%	10%	4%	31%[38.3 µM]	11%	-12%
CCOC(=O)C(NC(C)=O)(Nc1ccc(S(=O)(=O)Nc2nccs2)cc1)C(F)(F)F (stereo not drawn)
  7%	u	-3%	5%	16%[38.3 µM]	-5%[0.074 µM]	0%
Cc1cnc(C(=O)N2CCN(c3ccc(C(F)(F)F)cn3)CC2)cn1
  6%	4%[9.22 µM]	1%	-1%	x	18%[10 µM]	x
Fc1ccccc1Cc1noc(CN2CCCC(CN3CCOCC3)C2)n1 (stereo not drawn)
  -3%	4%	-3%	-5%	x	-9%	-1%
O=C1CN(C(=O)CSc2nnc(-c3ccccc3)n2Cc2ccc3c(c2)OCO3)c2ccccc2N1
  2%	15%	4%	13%	-3%[38.3 µM]	3%[10 µM]	u
O=C(Cn1cnc2ccccc21)N/N=C/c1cccc([N+](=O)[O-])c1
  -5%	-7%	7%	21%	1%	-18%	u
c1ccc(-n2ncc3c(NCCCN4CCOCC4)ncnc32)cc1
  -14%	3%	-16%	3%	-8%[38.3 µM]	-16%	-6%
Cc1cc(C)n2nc(C(=O)Nc3ccc4c(c3)CCC4)nc2n1
  6%	24%	-15%	3%	7%	-110%[inhibitor]	1%
Cc1cccc(NC(=O)CN2C(=O)COc3ccc(Cl)cc32)c1C
  -1%	9%	-2%	10%	6%[38.3 µM]	-5%	0%[15.4 µM]
CSc1nnc(C)c(=O)n1COC(=O)COc1ccccc1C
  2%	-12%	0%	-7%	-5%	6%[10 µM]	-2%
CO/N=C/C=C1/N(C)c2ccccc2C1(C)C
  12%	11%	-1%	-8%	4%	-5%	u
CN(C)CCCNc1oc(/C=C/c2ccccc2)nc1C#N
  4%	-25%[9.22 µM]	u	u	x	-6%[10 µM]	x
Cc1cc[n+](CC(=O)c2ccc3c(c2)OCCO3)cc1
  -6%	-10%	-7%	-2%	1%	7%[1.9 µM]	6%
CC(=O)Nc1cc(C(=O)N2CCOCC2)ccc1S(=O)(=O)c1ccc(C)cc1
  11%	1%	-6%	-11%	3%[38.3 µM]	7%	1%
CCN(C(=O)COC(=O)c1c(C)c(-c2ccccc2)nc2ccccc12)C1CCS(=O)(=O)C1 (stereo not drawn)
  3%	-6%[9.22 µM]	-10%	1%	x	15%[10 µM]	x
CC(=O)/C(=N\Nc1ccc(Cl)cc1Cl)Sc1nnc(-c2ccccc2)n1-c1ccccc1
  -20%	-9%	4%	1%	u	-3%[10 µM]	0%
Cc1ccccc1CSCc1nc(N)nc(Nc2ccccc2C)n1
  -11%	-7%	-1%	4%	9%	7%	-8%
Nn1c(Cc2ccccc2F)nnc1SCn1nnc2ccccc2c1=O
  x	5%	5%	3%	x	-14%	-12%
COc1ccc(CC(=O)n2[nH]c(=O)ccc2=O)cc1OC
  -30%	-9%[9.22 µM]	1%	-6%	x	2%[10 µM]	x
O=C(C1CCN(c2nnc(-n3cccc3)s2)CC1)N1CCN(Cc2ccc3c(c2)OCO3)CC1
  -1%	-15%	-4%	8%	10%	11%[10 µM]	-6%

# Of the compounds above, these have a nitro group on carbon:
# Sequence of screens: GoLoco inh red	HttQ103 aggreg	aGlu spleen mod	GAA glycogen mod	IMPase Li inh	HTT ATP protect	GAA inh
COC(=O)CCN(C(=O)c1ccc(C)c([N+](=O)[O-])c1)c1ccccn1
  -9%	16%	0%	13%	13%	x	u
O=C(Cn1cnc2ccccc21)N/N=C/c1cccc([N+](=O)[O-])c1
  -5%	-7%	7%	21%	1%	-18%	u

# (next part)
# Sequence of screens: GoLoco inh red	HttQ103 aggreg	aGlu spleen mod	GAA glycogen mod	IMPase Li inh	HTT ATP protect	GAA inh
COc1ccc2c(C)cc(SCc3c(C)noc3C)nc2c1
  58%[activator]	-17%	-5%	-13%	13%[38.3 µM]	-17%	-12%
O=C(Nc1ccon1)c1cc2c(s1)CCCC2
  -10%	-12%	-3%	-1%	11%	-9%[10 µM]	1%
CN=C(Nc1ccccc1OC)SC1CC(=O)N(c2ccc(C(=O)OC)cc2)C1=O (stereo not drawn)
  12%	2%	-10%	-2%	18%[38.3 µM]	1%[10 µM]	u
Cn1c(=O)c2c(ncn2CC(=O)Nc2cccc(S(=O)(=O)Nc3ccccc3F)c2)n(C)c1=O
  4%	-26%	-14%	21%	3%	-15%	5%
S=c1sc2c(N3CCOCC3)ncnc2n1-c1ccccc1
  2%	1%	6%	2%	-2%[38.3 µM]	-26%	9%[15.4 µM]
Cc1ccccc1OCC(=O)NNC=O
  4%	9%	1%	3%	-8%	-18%	-1%
CCOc1ccc(OCC)c(N=c2oc3c(C)ncc(CO)c3cc2C(N)=O)c1
  4%	-7%	6%	4%	7%[38.3 µM]	-5%	-5%
COc1cc(OC)c2c(-c3ccccc3)cc(=O)oc2c1C(CC(=O)N1CCOCC1)c1ccc2c(c1)OCO2 (stereo not drawn)
  2%	5%[9.22 µM]	5%&-2%	-4%	x	-3%[10 µM]	x
Cc1ccccc1-c1nnn(C/C(N)=N/O)n1
  6%	-20%[9.22 µM]	-2%	-7%	0%	-16%[10 µM]	u
CC(C)c1cc(N2CCN(C(=O)c3ccco3)CC2)n2c(nc3ccccc32)c1C#N
  0%	-11%	6%	13%	11%[38.3 µM]	-47%[inhibitor]	7%
Cc1cc(C)nc(N/N=C/C(Cl)=C/c2ccccc2)n1
  23%	-12%	0%	1%	10%[38.3 µM]	-28%	7%
O=C1/C(=C/c2ccc(O)cc2)CCc2ccc([N+](=O)[O-])cc21
  6%	-24%	-4%	6%	6%	x	u
Cc1ccc([N+](=O)[O-])cc1S(=O)(=O)Nc1ccc(C(=O)N(C)C)cc1
  3%	4%	-2%	0%	9%	-94%[inhibitor]	4%
CC(C)CCNC(=O)CN(Cc1ccc2c(c1)OCO2)C(=O)Cn1nnc(-c2cccs2)n1
  6%	-2%	2%	-9%	-5%[38.3 µM]	-11%	u
NC1=NC2(CCCCC2)N=C(Nc2ccc(F)cc2F)N1
  2%	18%	-10%	1%	0%[38.3 µM]	2%	4%
CC1(C)CC(CCN(Cc2ccccc2)C(=O)c2ccco2)(c2ccccc2)CCO1 (stereo not drawn)
  11%	u	-6%	7%	8%	-6%[10 µM]	-32%
O=C1CC(N2CCC(c3nc4ccccc4o3)CC2)C(=O)N1Cc1cccs1 (stereo not drawn)
  4%	24%	9%	5%	17%[38.3 µM]	1%	-8%
O=C(CSc1nnnn1-c1ccccc1)CC(=O)Nc1ccc(Cl)cc1
  28%	-27%	3%	0%	15%[38.3 µM]	-26%[0.074 µM]	-9%
O=C1OCCC1Sc1nnc(-c2ccc(Br)cc2)o1 (stereo not drawn)
  1%	-13%	2%	-15%	19%[38.3 µM]	-31%	4%
CCCc1ncc(C(O)c2cccc(OC)c2OC)n1C (stereo not drawn)
  6%	4%	-5%	4%	-9%[38.3 µM]	8%	8%
CC(=O)Nc1c(C(=O)C2CC2)oc2ccccc12
  -4%	u	2%	-3%	16%[38.3 µM]	-11%	-2%
Cn1c(=O)oc2cc(S(=O)(=O)N3CCOCC3)ccc21
  -13%	7%	-6%	-4%	-12%[38.3 µM]	-11%	4%
Cc1cc(Cl)ccc1NC(=S)NCc1ccco1
  x	u	-7%	-1%	x	3%[10 µM]	3%
